# High-throughput results: PubChem BioAssay, several laboratories
# IEC-6 cytotox = kills IEC-6 intestinal cells in KLF5 counter-screen | IEC-6 cytotoxicity, luminescence viability | inhibition, % at 5 µM | 0.78% of 290,000 active | AID 1825; in the data active means inhibition above about 22%;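 further: 0% = plate median of test compound wells and 100% = cytotoxic reference compound wells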
# HSF1 inh = HSF1 inhibition. NIH3T3-HGL HSE-luciferase, MG132-induced, luminescence 8 h; stronger effect = lower value. AID 2098. 0.77% of 300,000 active. activity change, negative = inhibition, % at 7.5 µM (by protocol);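 active means more than half of replicate wells show activity change below -50%, luminescence cut by over half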;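 further: luciferase reports HSF-1 transcriptional activity via heat shock element; 0% = median of DMSO wells and -100% = zero luminescence signal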
# GSK3 alpha inh = inhibitors of human GSK-3 alpha kinase | P49840 | ADP-Glo luminescence, 60 min | inhibition, % at 10 µM | 0.1% of 320,000 active | AID 2650;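 in the data active means inhibition above about 50%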;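 further: GST-tagged GSK-3 alpha with peptide substrate and 25 µM ATP; 0% = DMSO neutral wells and 100% = GW8510 positive control wells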
# Target sequence (P49840 whole entry, looked up): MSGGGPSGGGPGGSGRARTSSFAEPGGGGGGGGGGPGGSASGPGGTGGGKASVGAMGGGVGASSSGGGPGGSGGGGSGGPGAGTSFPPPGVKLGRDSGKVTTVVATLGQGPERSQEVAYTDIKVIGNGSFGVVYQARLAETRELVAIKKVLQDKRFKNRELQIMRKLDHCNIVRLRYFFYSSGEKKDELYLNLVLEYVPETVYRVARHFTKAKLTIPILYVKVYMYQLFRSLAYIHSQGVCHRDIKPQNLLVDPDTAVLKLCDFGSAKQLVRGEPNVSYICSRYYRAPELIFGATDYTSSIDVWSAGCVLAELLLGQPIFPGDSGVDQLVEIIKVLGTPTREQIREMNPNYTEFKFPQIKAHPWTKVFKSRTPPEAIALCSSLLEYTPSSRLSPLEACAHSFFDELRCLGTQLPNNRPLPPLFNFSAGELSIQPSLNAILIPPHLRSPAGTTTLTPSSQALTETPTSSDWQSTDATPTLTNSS
# DYRK1A inh = Dyrk1A (rat) kinase inhibition. Q63470. 0.43% of 310,000 active. ADP-Glo luminescence, NFATc1 peptide. inhibition, % at 12.5 µM; in the data active means inhibition above about 50%;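 further: plate controls were vehicle with enzyme for no effect and no enzyme for full effect; many of its hits are not listed in these tables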
# KLF5 inhibitor = suppresses KLF5 promoter-driven expression; inhibition, % at 5 µM; 0.23% of 290,000 active; AID 1700; DLD-1 KLF5 promoter-luciferase reporter, luminescence;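 active means inhibition above a per-plate limit of that plate's mean compound inhibition plus 3 SD, cut at about 60% in these data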;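 further: 0% = DMSO wells and 100% = LY294002 at 200 µM; higher means less KLF5 promoter-driven luciferase light; inactives centre near -14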
# aSyn 5UTR inh = 5' untranslated region of α-synuclein, MLPCN primary screen; 0.82% of 300,000 active; inhibition, % (tested at 7.5 µM); alpha-synuclein 5'UTR reporter, inhibitor activity; in the data active means inhibition above about 60%;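 further: H4 neuroglioblastoma cells stably carrying SNCA 5'UTR luciferase fusion; 0% = DMSO wells and 100% = positive control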
# GSK3beta inhib = blocks human GSK3beta kinase activity. P49841. GST-GSK3beta kinase, ADP-Glo luminescence, 60 min; stronger effect = lower value. activity score (negative = inhibition), % at 10 µM. 0.038% of 300,000 active. AID 2097;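 active means more than half of replicate wells score below -50%, meaning over 50% inhibition versus plate controls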;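 further: 0% = median DMSO wells and -100% = median GW8510 positive control wells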
# Target sequence (P49841 whole entry, looked up): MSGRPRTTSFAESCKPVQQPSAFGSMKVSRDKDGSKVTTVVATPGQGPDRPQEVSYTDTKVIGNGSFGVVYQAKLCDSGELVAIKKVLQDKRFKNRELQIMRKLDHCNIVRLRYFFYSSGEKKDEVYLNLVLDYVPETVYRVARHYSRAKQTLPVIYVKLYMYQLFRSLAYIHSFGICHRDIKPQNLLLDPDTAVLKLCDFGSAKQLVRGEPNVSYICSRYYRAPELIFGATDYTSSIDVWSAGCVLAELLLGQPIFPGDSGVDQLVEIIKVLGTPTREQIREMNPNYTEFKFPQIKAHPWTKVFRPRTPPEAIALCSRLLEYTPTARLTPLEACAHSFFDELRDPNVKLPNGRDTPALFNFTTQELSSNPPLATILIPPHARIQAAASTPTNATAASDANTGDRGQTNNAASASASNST
#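 Test system: GST-fused GSK3beta enzyme, cell-free | Quantity: 1.6 ng GST-GSK3beta enzyme per well | Reagent: 25 µM ATP with peptide substrate | Schedule: 60 min enzyme reaction, room temperature | Signal: Luminescent ADP-Glo measurement of ADP formed | Read-out basis: Score relative to plate controls | Control set: DMSO and 20 µM GW8510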
# Platelet DG rel = modulates dense granule release in human platelets. human platelet-rich plasma, SFLLRN dense granule ATP release, luminescence. inhibition, %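 (compounds screened at 7.5 µM in platelet-rich plasma)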. 0.22% of 300,000 active;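 active means mean replicate score, as percent of positive control, at or above 50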
# HSF1 activator = increases HSF-1 driven luciferase reporter signal | AID 504408 | 1.7% of 300,000 active | activation, % at 9 µM | NIH3T3-HGL HSF-1 luciferase reporter, MG132, 8 h; 100% = twice DMSO control signal;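 active means mean replicate activation of at least 50% with a set share of replicates each reaching 50%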;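 further: 0% = median of the neutral control wells and 100% = twice that signal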
# HSP90 refold inh = blocks HSP90-mediated luciferase refolding in reticulocyte lysate | inhibition, % at 5.6 µM | AID 1789 | Rabbit reticulocyte lysate, luciferase refolding luminescence, 3 h | 0.91% of 290,000 active;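 active means inhibition above the screen-wide mean plus 3 SD, computed separately per campaign, cut at about 16% in these data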;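 further: 0% = DMSO wells and 100% = 60 µM geldanamycin wells; inhibitors lower the luminescence because luciferase stays unfolded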
# The depositor's hits bear a star; nt = no result given. Not all compounds are listed, so the mix of outcomes need not match the whole.
SMILES,IEC-6 cytotox,HSF1 inh,GSK3 alpha inh,DYRK1A inh,KLF5 inhibitor,aSyn 5UTR inh,GSK3beta inhib,Platelet DG rel,HSF1 activator,HSP90 refold inh
CCOC(=O)C1CCN(S(=O)(=O)c2c(C)n[nH]c2C)CC1,8,-3,-4,-3,4,9,-2,-1,-4,0
C[C@]1(CO)CCC[C@@]2(C)C1CC[C@@H](CO)[C@@H]2CCc1ccoc1 (stereo partly drawn),1,-1,-2,-1,-6,-2,-1,13,-16,1
CC(C)(C)OC(=O)NCCCC[C@H](NC(=O)c1nc[nH]c1C(=O)N1CCc2ccccc2C1)C(=O)OC(C)(C)C,nt,0,0,4,nt,6,5,5,-5,nt
O=C(O)c1ccc(Br)c(S(=O)(=O)N2CCCC2)c1,-3,1,2,11,-24,-4,-4,0,-10,-3
CCc1ccc(C2c3[nH]c4ccccc4c3CCN2C(=O)CNC(N)=O)cc1 (stereo not drawn),3,-10,-1,nt,-7,-2,-2,-2,-24,2
COCCn1cc(C(=O)c2cc(Br)ccc2O)cc(C#N)c1=O,8,5,-2,-4,9,-33,-1,2,2,0
CSC(=Nc1ccccc1)C(C#N)c1nc2ccccc2[nH]1 (stereo not drawn),7,4,-2,-6,9,37,0,-4,12,3
CC(=O)Nc1ccc(C)c(NC(=S)Nc2ccc(F)cc2)c1,2,11,0,4,-13,-23,4,6,5,1
COc1ccc(/C=N/NC(=O)c2ccoc2C)cc1O,-2,23,1,4,-61,-52,2,33,18,-7
O=C(NC1CCS(=O)(=O)C1)c1cccc(S(=O)(=O)N2CCOCC2)c1 (stereo not drawn),2,4,0,2,13,-20,4,-35,3,4
CCn1cc(C(=O)N(C)c2ccc(OC)cc2OC)c2cc(OC)c(OC)cc2c1=O,1,-2,-2,7,-14,14,0,-2,-18,1
CCC(C)NC(=O)COc1ccc(S(=O)(=O)N2CCOCC2)cc1 (stereo not drawn),7,nt,-5,1,-2,20,5,-2,nt,0
C#CCOCCOCCOCCNc1nc(N2CCN(C(=O)[C@H]([C@@H](C)O)n3cc(CCCCN)nn3)CC2)nc(N2CCN(C(=O)[C@H](Cc3ccc(O)cc3)n3cc(CCO)nn3)CC2)n1,0,1,nt,5,-2,-19,0,2,-7,-3
CN1CCN(S(=O)(=O)c2cccc(C(=O)N(Cc3ccccc3)c3ccccc3)c2)CC1,-3,-2,3,0,12,-36,0,-5,-5,-2
COc1ccc(Nc2nc(NC(C)(C)C)nc(N3CCCC3)n2)c(OC)c1,5,0,-4,3,-9,-25,0,-4,0,1
CCn1cc(S(=O)(=O)CC(=O)NC2CCCCC2)c2ccccc21,-5,-2,0,-1,16,11,3,-4,13,-1
Cc1c(/N=C(\[O-])Nc2ccc(Br)cc2)sn[n+]1C,1,-2,0,nt,-121,89*,-8,3,-1,5
CN1CCC(N(C)C(=O)NC2CCCCC2)CC1,5,-5,-1,-4,-27,-1,-3,-13,-3,-3
CCCOc1c(Cl)cc(C(=O)NC)cc1OC,-2,11,-4,nt,-11,5,2,-3,18,0
CCN(C(=O)COC(=O)c1cccc(S(=O)(=O)N(CC)CC)c1)C1CCS(=O)(=O)C1 (stereo not drawn),2,-30,6,4,-10,3,1,-20,-46,6

# Overlap with the part before: 4 entries; new compounds follow.
SMILES,IEC-6 cytotox,HSF1 inh,GSK3 alpha inh,DYRK1A inh,KLF5 inhibitor,aSyn 5UTR inh,GSK3beta inhib,Platelet DG rel,HSF1 activator,HSP90 refold inh
Cc1c(/N=C(\[O-])Nc2ccc(Br)cc2)sn[n+]1C,1,-2,0,nt,-121,89*,-8,3,-1,5
CN1CCC(N(C)C(=O)NC2CCCCC2)CC1,5,-5,-1,-4,-27,-1,-3,-13,-3,-3
CCCOc1c(Cl)cc(C(=O)NC)cc1OC,-2,11,-4,nt,-11,5,2,-3,18,0
CCN(C(=O)COC(=O)c1cccc(S(=O)(=O)N(CC)CC)c1)C1CCS(=O)(=O)C1 (stereo not drawn),2,-30,6,4,-10,3,1,-20,-46,6
CNC(=S)N(Cc1ccc2c(c1)OCO2)C1CC(=O)N(c2ccc(F)cc2)C1=O (stereo not drawn),-1,18,3,-8,-31,5,0,6,32,2
COC(=O)c1cc2c(-c3ccccc3)c(C)c3ccccn3c-2c1C(=O)OC,-7,11,1,-2,-14,24,0,-2,22,-4
O=C(C1CCCO1)N1CCN(C(c2ccccc2)c2ccccc2)CC1 (stereo not drawn),-3,-3,0,-2,-7,-1,3,-2,-3,-1
CN(c1ccccc1C(=O)Nc1ccc2c(c1)OCCO2)S(C)(=O)=O,3,-2,-2,5,18,-16,0,4,17,0
C=CCNCCOCCOc1ccc(Cl)cc1C(C)(C)C,8,-4,2,6,-15,5,-6,-5,-9,2
CC[n+]1ccccc1/C=C/Nc1ccccc1,5,-8,0,2,2,-27,1,-6,2,2
COc1ccc(C(CNC(=O)COc2ccccc2C)N2CCOCC2)cc1 (stereo not drawn),nt,-3,-3,-7,nt,3,1,6,-9,nt
Cc1ccccc1CNC(=O)CCC(=O)N1Cc2ccccc2Oc2ncccc21,-4,2,-2,7,-32,3,-2,4,2,0
COc1ccccc1C(=O)Nc1ccnn1C1CCN(C(=O)c2ccoc2C)CC1,2,6,-1,1,-26,-27,-5,4,2,2
NC(=O)c1ccc(-n2c(CCC(=O)O)ccc2-c2cccs2)cc1,2,6,-2,-1,-1,-13,-2,-2,7,1
CCOc1cc(Br)c(C(=O)O)cc1OCC,-1,-6,1,5,-10,16,4,-2,-6,-3
O=C(c1ccc(S(=O)(=O)NCC2CCCO2)cc1)N1CCc2ccccc21 (stereo not drawn),5,3,2,8,20,15,-4,10,-7,3
COc1ccc(Nc2ncnc3ccc([N+](=O)[O-])cc23)c(OC)c1,-2,-6,1,nt,-24,-10,-1,-6,-19,-5
COC(=O)C1=NNC2C(=O)N(c3ccc(C)cc3)C(=O)C12 (stereo not drawn),0,-9,0,-2,9,-21,1,-4,-3,0
COC(=O)C1CCN(Cc2cn(-c3ccccc3)nc2-c2ccc3c(c2)OCO3)CC1,7,3,1,13,-7,-17,-1,6,45,1
O=c1oc(-c2ccccc2)nc2c1cnn2-c1ccccc1,-2,-11,-3,4,-27,35,0,-1,5,1
Cc1c(C)n(C(=O)CSc2ncn[nH]2)c2ccccc12,-2,-8,-7,11,4,10,-4,-12,12,1
CCOC(=O)C1CCCN(C(=O)C2c3ccccc3Oc3ccccc32)C1 (stereo not drawn),-10,7,2,-7,-5,-11,1,2,17,1
O=C(/C=C/Nc1ccccc1)C(F)(F)F,-7,-2,3,0,-3,-19,0,-18,10,3
O=c1c(Cc2ccccc2)c(O)ccn1C1CCCCCCC1,-3,-3,-3,8,-2,9,-1,0,-4,-6
O=C(c1ccccc1)C1CCN(C(=O)c2ccc(Cl)cc2)CC1,7,-4,-1,0,-49,7,0,-4,9,5
C/C(=N\NS(=O)(=O)c1ccc(Br)cc1)c1cccs1,-3,-2,-3,0,-35,-14,1,-1,18,1
Cc1ccc(NC(=O)CC2NCCNC2=O)cc1Cl (stereo not drawn),-1,2,0,7,-5,-19,-2,-6,-1,-2
CCOC(=O)N1CCN(Cc2cc(=O)oc3ccc4ccccc4c23)CC1,-5,4,-1,1,-13,-1,1,-16,28,-3
O=C(c1cc2ccccc2oc1=O)N1CCN(C(=O)C2CCCO2)CC1 (stereo not drawn),-3,-5,-1,-18,-14,-15,-1,5,-5,0
O=C(CNC(=O)c1ccncc1)N/N=C/c1cccc([N+](=O)[O-])c1,1,-13,1,-1,-19,16,0,1,-6,4
Cc1nn(C)c(Cl)c1CN1CCN(C2CCCC2)C(CCO)C1 (stereo not drawn),-4,-5,1,-3,-23,1,-2,4,-11,5
Cc1cccn2c(CN3CCCC(c4ccccc4)C3)c(C(=O)N3CCOCC3)nc12 (stereo not drawn),4,-21,-4,3,-25,-15,4,2,-41,2
NS(=O)(=O)c1cccc(NC(=O)COC(=O)CN2C(=O)C3CC=CCC3C2=O)c1 (stereo not drawn),-4,-4,0,-3,-13,18,1,-11,-3,-3
Cn1c(=O)c2ccccc2n2c(=S)[nH]nc12,1,6,4,31,-24,-20,-2,-1,-3,-2
NS(=O)(=O)c1cc(C(=O)NCCc2ccccn2)ccc1Cl,5,1,-2,8,-4,-3,2,12,-12,3
COC(=O)c1cc(S(=O)(=O)N2CCN(c3cccc(C)c3C)CC2)c[nH]1,-3,0,3,4,-30,14,0,14,-13,-3
COC(=O)CC(NC(=O)CN1CCN(c2ccc(F)cc2)CC1)c1cccc(F)c1 (stereo not drawn),1,-3,0,0,-13,29,1,11,-4,14
N#Cc1nc(-c2cccs2)oc1NCc1ccc(Cl)cc1,-5,16,1,3,-34,-13,-3,1,63*,-5
COc1ccc2[nH]cc(C(=O)CN3CCCC(C)(C)C3)c2c1,2,0,-3,1,-16,11,-3,-1,20,0
O=C(Nc1ccccc1N1CCN(C(=O)c2ccccc2)CC1)c1ccc2c(c1)OCO2,-3,3,10,nt,11,7,-1,-1,5,1
O=C(CCNC(=O)c1ccccc1Cl)NCC12CC3CC(CC(C3)C1)C2,2,-2,-2,0,-5,25,3,6,-9,-1
CC(/C=C1\NC(=S)NC1=O)=C\c1ccccc1,-4,3,3,-1,-18,-62,0,-8,37,1
Cc1onc(-c2c(F)cccc2Cl)c1C(=O)ONC(=O)c1ccco1,-3,4,0,11,-28,3,-2,14,2,-8
COc1ccc(CCn2c(C)cc3c(c2=O)C(c2ccncc2)C(C#N)=C(N)O3)cc1OC (stereo not drawn),-2,-8,nt,7,-4,8,1,5,-3,7
CCN(C(=O)COC(=O)c1c(-c2ccccc2)noc1C)c1c(N)n(Cc2ccccc2)c(=O)[nH]c1=O,2,-1,3,-8,-21,-5,0,0,-9,4
COc1ccc(CNC(=O)CN(c2ccc(OC)cc2)S(=O)(=O)c2c(C)nn(C)c2C)cc1,0,-3,-3,-8,6,10,2,4,2,0
CCOC(=O)CSc1nnc(-c2ccc(S(=O)(=O)N3CCC(C)CC3)cc2)o1,-2,-6,-2,-3,3,9,-2,2,-9,-1
O=C(Nc1ccccc1O)c1c(O)c2c([nH]c1=O)CCCC2,2,-6,-1,-4,-105,-182,0,0,7,-3
Cc1ccc(-c2nnn(CC(=O)N(c3ccccc3F)C(CC(C)C)C(=O)NCC3CCCO3)n2)cc1 (stereo not drawn),-1,-10,-2,3,2,11,0,-3,-4,1
COc1ccc(NC(=O)C(c2ccc(OC)cc2)N(C)C(=O)CC2NC(=O)NC2=O)cc1 (stereo not drawn),-1,-5,-16,-10,-21,-13,0,1,-9,1
Cc1ccc(C)c2[nH]c(=O)c(CN(CC3CCCO3)S(=O)(=O)c3ccc4c(c3)OCCO4)cc12 (stereo not drawn),1,4,nt,-5,-28,17,3,-3,14,-2
O=C(CN1C(=O)CCC1=O)Nc1cccc(NC(=O)CN2C(=O)CCC2=O)c1,0,-1,-1,1,-20,9,1,2,-4,2
